# TAAR1 ag = human TAAR1 agonists, primary screen, Fluo-8 calcium fluorescence, CHO RD-HGA16 cells; Trace amine-associated receptor 1 (Homo sapiens), Q96RJ0; vehicle wells 0%, saturating PEA agonist 100%; activation, % at 3 µM; 360,000 tested, 0.99% active; AID 624467, 2012;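 active = activation above the mean activation of all test compounds in the run plus 3 SD, cut at about 38% in these data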
# Target sequence (Q96RJ0 whole entry, looked up): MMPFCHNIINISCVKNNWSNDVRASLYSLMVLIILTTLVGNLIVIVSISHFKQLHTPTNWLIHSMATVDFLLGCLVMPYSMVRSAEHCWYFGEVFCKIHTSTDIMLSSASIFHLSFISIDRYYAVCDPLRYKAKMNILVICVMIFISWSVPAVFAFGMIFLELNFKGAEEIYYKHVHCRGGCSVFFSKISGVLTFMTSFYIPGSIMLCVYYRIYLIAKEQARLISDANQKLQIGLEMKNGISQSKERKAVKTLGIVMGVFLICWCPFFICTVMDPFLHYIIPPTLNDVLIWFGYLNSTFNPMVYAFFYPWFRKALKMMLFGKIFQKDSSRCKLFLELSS
#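 System: CHO-derived RD-HGA16 cells with stable Gα16 and human TAAR1. Times: 17-24 h plating, Fluo-8 75 min 37 °C, 30 min RT. Measured by: calcium-sensitive Fluo-8 signal, excitation 470-495, emission 515-575 nm. Read-out basis: % activation relative to PEA EC100 response. Control set: DMSO and PEA EC100. Repeats: no replicates (n 1).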
# M1 PAM parental = nonselective calcium activators in parental CHO-K1 cells, primary screen, counter-screen for M1 PAM project, cell-based, Fluo-8 calcium fluorescence, full deck, 1536-well; 360,000 tested, 0.02% active; ATP EC20; 0% at ATP EC20, 100% at ATP max; AID 602247, 2012; activation, % at 3 µM;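 active = activation above the run cutoff, the mean activation of all test compounds plus 3 SD, cut at about 40% in these data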;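 also: peak over basal fluorescence ratio in a 140 s read after ATP addition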
# CHRM1 PAM = human M1 muscarinic receptor positive allosteric modulators, primary screen, CHO-K1 cells, Fluo-8 calcium fluorescence, 1536-well | Muscarinic acetylcholine receptor M1 (Homo sapiens), P11229 | 360,000 tested, 0.088% active | activation, % at 3 µM | CHO-K1 hM1, ACh EC20; 0% = ACh EC20, 100% = maximal ACh | AID 588819, 2011; in the data active = activation above about 19%, passing the limit was not always enough
# Target sequence (P11229 whole entry, looked up): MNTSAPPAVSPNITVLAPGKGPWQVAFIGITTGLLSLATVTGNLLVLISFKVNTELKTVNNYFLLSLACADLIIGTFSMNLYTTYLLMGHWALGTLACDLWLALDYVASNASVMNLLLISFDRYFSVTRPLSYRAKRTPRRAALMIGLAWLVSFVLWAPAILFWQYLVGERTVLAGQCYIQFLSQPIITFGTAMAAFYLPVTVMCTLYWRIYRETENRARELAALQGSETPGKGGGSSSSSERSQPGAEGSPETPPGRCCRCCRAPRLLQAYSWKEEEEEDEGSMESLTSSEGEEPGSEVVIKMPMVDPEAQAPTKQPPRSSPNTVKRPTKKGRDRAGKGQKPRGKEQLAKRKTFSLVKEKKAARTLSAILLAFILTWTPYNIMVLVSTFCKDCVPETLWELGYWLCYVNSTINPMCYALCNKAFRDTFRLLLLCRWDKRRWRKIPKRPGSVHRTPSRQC
# CHRM1 antagonist = human M1 muscarinic receptor antagonists, primary screen, CHO-K1 cells, Fluo-8 calcium fluorescence, 1536-well | Muscarinic acetylcholine receptor M1 (Homo sapiens), P11229 | CHO-K1 hM1, ACh EC80 antagonist | inhibition, % at 3 µM | 360,000 tested, 1.3% active | AID 588852, 2011;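 active = percent inhibition above its own plate's cutoff, namely the mean of that plate's compound wells plus 3 SD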;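 also: peak over basal fluorescence ratio during 140 s after agonist addition; 0% = ACh EC80 plus DMSO and 100% = DMSO alone without agonist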
# TAAR1 antagonist = human TAAR1 antagonists, primary screen, Fluo-8 calcium fluorescence, CHO RD-HGA16 cells; Trace amine-associated receptor 1 (Homo sapiens), Q96RJ0; antagonist; inhibition, % at 3 µM; 360,000 tested, 1.5% active; AID 624466, 2012;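 active = inhibition above a per-plate cutoff, the mean inhibition of test compounds on that plate plus 3 SD, cut at about 49% in these data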;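 also: 0% = DMSO plus EC80 beta-PEA response and 100% = DMSO alone without agonist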
#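 Assay system: RD-HGA16 CHO cells with stable hTAAR1 and Gα16 / Reagent: EC80 β-phenethylamine stimulus / Doses: 3 µM, single point / Timing: dye loading 75 min at 37 °C, then 30 min room temperature / Measured by: Fluo-8 intracellular calcium dye fluorescence, real-time kinetic reads / Controls: vehicle wells and EC80 agonist wells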
# CHO parental Ca = ATP-evoked calcium signal inhibitors, parental CHO, primary screen, counter-screen for OX1R antagonist project, cell-based, fluorescence, Fluo-8 calcium dye; AID 463079, 2010; parental CHO-K1, ATP-induced calcium, Fluo-8 fluorescence; inhibition, % at 5.6 µM; 330,000 tested, 0.63% active;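 active = inhibition above that plate's mean sample inhibition plus 3 SD, cut at about 26% in these data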;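 also: 0% = ATP-challenged DMSO wells and 100% = DMSO wells without ATP; some compounds past the cut are filed as inactive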
#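 Test system: untransfected parental CHO cell line. Compound: one dose, 5.6 µM nominal. Detection: intracellular calcium via Fluo-8 no-wash fluorescent dye. Measure: % inhibition. Benchmarks: ATP-challenged DMSO wells low, unchallenged DMSO wells high.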
# CHRM1 agonist = human M1 muscarinic receptor agonists, primary screen, Fluo-8 calcium fluorescence, CHO-K1 cells, HTS. Muscarinic acetylcholine receptor M1 (Homo sapiens), P11229. CHO-K1 hM1, agonist mode; 0% DMSO, 100% acetylcholine EC100. activation, % at 3 µM. 360,000 tested, 0.33% active. AID 588814, 2011;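 active = activation above the run's mean compound activation plus 3 SD, cut at about 16% in these data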;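 also: peak over basal fluorescence ratio within a 140 s kinetic read after compound addition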
# CHO-K1 Ca antag = counter-screen for M1 antagonists: effect in parental CHO-K1 cells | ATP-induced calcium, Fluo-8 fluorescence | 360,000 tested, 0.6% active | inhibition, % at 3 µM;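 active = inhibition above a per-plate cutoff, the plate's mean sample inhibition plus 3 SD, cut at about 24% in these data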;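 also: 0% = DMSO plus EC80 ATP and 100% = DMSO alone without ATP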
# CHO-K1 Ca ag = counter-screen for M1 agonists: effect in parental CHO-K1 cells. 360,000 tested, 0.48% active. AID 602248, 2012. activation, % at 3 µM. Fluo-8 calcium fluorescence; scaled to maximal ATP response, vehicle zero; in the data active = activation above about 15%;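 also: untransfected CHO-K1 host cells lacking M1 receptor as counterscreen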
# An asterisk follows results filed as active; . = no result given.
SMILES,TAAR1 ag,M1 PAM parental,CHRM1 PAM,CHRM1 antagonist,TAAR1 antagonist,CHO parental Ca,CHRM1 agonist,CHO-K1 Ca antag,CHO-K1 Ca ag
Cc1[nH]n(C(C)(C)C)c(=O)c1Sc1ccccc1,2.8,24.0,7.6,-5.0,-4.8,-11.8,-5.6,-9.2,1.2
CCCc1nnc(NC(=O)CCC(=O)NCc2ccc(Cl)cc2Cl)s1,3.5,0.0,20.3,-17.3,-33.1,-7.3,1.4,-7.8,0.9
COc1ccc(C(=O)C2CCCN(C(=O)c3noc4c3CCCC4)C2)cc1F (stereo not given),-1.8,0.3,1.8,-0.6,-18.1,-19.1,-4.8,-12.0,1.6
Cc1ccc(S(=O)(=O)n2c(N)nc3ccccc32)cc1,3.5,15.9,-27.0,98.0*,-3.1,1.5,-8.5,-19.6,2.3
COc1ccc(NC(=O)c2cccc(Cn3cc(Br)cn3)c2)cn1,2.9,10.2,11.0,-11.0,13.1,-20.0,-9.7,-19.1,0.7
CCCCCn1c(CN2CCN(C(=O)OCC)CC2)nc2c1c(=O)n(C)c(=O)n2C,10.6,6.0,1.6,-5.7,4.0,-14.9,-5.8,-13.5,0.5
COc1ccc(NC(=O)C/C(C)=N/NC(=O)C(=O)NC(C)C)c(OC)c1,7.6,13.6,8.2,-18.7,7.5,-21.8,-2.6,-19.0,0.6
Cc1ccc2[nH]c(C(=O)N/N=C/c3ccccc3C(=O)O)c(-c3ccccc3)c2c1,6.1,9.6,1.3,-8.1,2.7,-4.9,-4.5,-16.9,0.7
CCOC(=O)Cc1c(Sc2ccccc2)c2cc(C)ccc2n1C,2.0,16.2,6.2,-7.8,-14.4,-26.4,-7.3,-6.1,0.4
COc1ccccc1N1CCN(C(CNS(=O)(=O)c2cccs2)c2cccnc2)CC1 (stereo not given),0.1,11.3,2.6,-1.6,-6.2,-10.7,-5.6,2.8,0.5
Cc1ccc2c(c1)C(c1ccc([N+](=O)[O-])cc1)=NNC(c1ccc(Br)cc1)=N2,1.9,19.9,0.8,-10.4,-17.8,-18.6,-6.6,-3.2,-0.4
CCOC(=O)N1CCN(C(=O)c2ccc3c(=O)n(CCc4ccccc4)c(=S)[nH]c3c2)CC1,2.7,0.2,-6.7,-1.9,2.5,-19.8,-3.2,5.4,0.0
CCOc1ccc(/C=N/n2nnnc2N)cc1OCC,-0.2,19.0,0.8,-6.8,-8.9,-4.7,-3.9,-8.1,-0.6
CCOC(=O)C1CCN(C(=O)C2(NC(=O)Nc3ccccc3Cl)CCCCC2)CC1,11.3,24.5,9.7,-19.5,-3.5,-9.2,-2.7,-24.2,0.1
CC(C(=O)NC1C=CS(=O)(=O)C1)N1C(=O)/C(=C\c2ccccc2)SC1=S (stereo not given),7.0,-16.1,8.3,-8.4,-26.7,-9.5,-2.5,-6.7,3.9
NC(=S)N/N=C\c1c2ccccc2cc2ccccc12,2.2,12.5,5.5,1.2,2.8,-15.0,-7.3,-8.9,0.3
CCCCOC(=O)c1ccc(N2C(=O)CC(N3CCN(C/C=C/c4ccccc4)CC3)C2=O)cc1 (stereo not given),18.0,-5.3,-21.6,23.9*,19.7,-16.1,-5.9,17.9,1.5
O=C(O)/C(=C/c1ccco1)NC(=O)c1ccc(Br)o1,1.9,8.2,5.1,-10.1,8.8,7.3,-3.9,8.2,0.6
COc1ccc(CCNC(=O)C(C(=O)c2ccc(F)cc2)n2ccccc2=O)cc1OC (stereo not given),2.4,24.1,-5.2,13.4,-4.2,-9.8,0.3,-6.5,1.8
CCOC(=O)C1=C(c2ccccc2)Nc2ncnn2C1c1cc(OC)ccc1OC (stereo not given),0.0,26.3,4.7,-7.1,5.3,-5.8,-4.4,-7.1,0.3
CCN(CC)c1ccc(/C=C2\C(=O)c3ccc(C(=O)O)cc3C2=O)cc1,124.8*,-7.3,-28.9,62.3*,85.6*,50.9*,126.2*,22.0,37.6*
O=C(NC1CCCCCC1)c1ccc(Br)o1,2.8,-12.8,-7.8,4.9,0.7,-6.6,-4.3,5.8,-0.3
CC12CCC(C(=O)Nc3ccccc3Br)(C/C1=N\O)C2(C)C (stereo not given),6.7,16.4,13.7,-10.4,-34.0,-16.0,-6.6,-5.4,-0.3
CCOC(=O)N1CCC(N(CCN(C)C)C(=S)Nc2cc(Cl)ccc2C)CC1,4.1,14.8,-4.7,7.8,-10.3,4.7,-5.8,-13.3,8.4
NC(=O)c1cccnc1Oc1ccccc1,-0.3,-14.8,17.7,-12.7,-6.5,-1.1,-2.0,4.1,0.3
CSc1ccc(C2Nc3cccc4cccc(c34)N2)cc1,-0.6,16.9,1.5,-2.4,-7.0,6.9,-3.4,-13.9,0.1
Cc1ccc(S(=O)(=O)N/N=C/c2cccc3nccnc23)cc1,0.4,-3.2,4.7,-20.8,-31.0,-5.8,2.0,-16.4,1.1
CC(C)C(=O)Nc1nnc(CCc2ccccc2)s1,-1.9,2.7,3.1,4.3,-0.1,-6.8,-4.2,2.2,-0.1
O=C1C(=O)C(Cl)=C(Cl)C(Cl)=C1Cl,.,2.1,14.3,-7.4,.,.,4.2,9.8,0.1
CC(NC(=O)c1cccs1)C1CCCO1 (stereo not given),-0.8,0.8,6.9,-13.0,2.7,1.1,-3.2,-0.5,0.3
CC(OC(=O)c1ccc2c(c1)OCCO2)C(=O)NC1CCCCC1C (stereo not given),1.0,-12.1,13.9,-11.1,-3.9,8.4,-2.1,8.3,-0.2
O=C(N[C@@H](Cc1ccccc1)c1nc2ccccc2[nH]1)c1cc([N+](=O)[O-])ccc1Cl,8.7,15.5,13.3,-11.3,7.1,-5.7,-5.6,-1.2,1.4
CC(C)OCCCNC(=O)c1cc2c(=O)n(C)c3ccccc3c2n1C,4.1,-3.1,3.9,-16.1,15.4,-17.2,-3.1,5.2,0.7
COc1ccc2[nH]cc(CCNC(=O)C3CC(=O)N(c4ccc(Cl)cc4)C3)c2c1 (stereo not given),-1.3,3.1,10.6,-10.6,-10.9,-17.7,-3.7,-7.7,0.8
CCCC(=O)N1CCN(c2ccc(NC(=O)c3cccs3)cc2)CC1,2.7,-0.4,7.1,-5.4,6.2,2.7,-2.1,-0.5,1.4
CC(NC(=O)CN1C(=O)NC2(CCc3ccccc32)C1=O)c1ccccc1 (stereo not given),11.1,13.2,2.3,-4.5,-20.3,-10.6,-3.2,-6.8,0.4
Nc1ccccc1SC(CC(=O)c1ccccc1)c1cccc([N+](=O)[O-])c1 (stereo not given),2.2,-6.2,7.6,0.3,5.1,.,5.2,18.6,7.7
O=C1CCCN2N=C(SCC(=O)Nc3ccc(F)cc3F)SC2=N1,-1.1,8.5,5.0,-3.5,6.7,-3.9,-4.7,-7.3,5.3
O=S(=O)(c1ccccc1)c1nc(-c2ccccc2)oc1N1CCOCC1,5.0,7.6,-0.2,3.6,-20.8,-14.4,-2.4,1.8,-0.2
S=C(NCc1ccccc1)N1CCN(Cc2ccc3c(c2)OCO3)CC1,1.3,-16.8,2.1,5.6,12.1,-6.1,-2.8,18.9,0.0
COc1ccccc1CN1C(=O)CN(C2CCCCCC2)C(=O)C1c1ccc(F)cc1 (stereo not given),11.7,15.9,0.0,-3.8,13.5,-33.5,-7.2,-16.8,-1.0
CN(C)c1ccc(C(=O)/C=C/c2ccc(Br)cc2)cc1,1.6,15.2,9.7,-11.1,-14.3,-18.3,-5.5,-12.2,0.7
Nc1ccc(-c2nc3ccc(-c4nc5ccccc5o4)cc3[nH]2)cc1,14.6,10.0,-12.4,6.1,36.5,7.6,-0.7,3.2,1.9
Cc1ccc(NC(=O)c2cc(-c3ccc(F)cc3)on2)cc1C,7.8,-0.2,0.8,-0.2,-9.2,-6.5,-3.9,-8.4,0.1
COc1cc(/C=c2\sc3n(c2=O)C(c2ccccc2)C(c2ccccc2)=NN=3)ccc1O (stereo not given),15.5,-6.1,5.4,-7.6,30.2,-8.5,-0.1,0.9,0.8

# A different layout for part of the listing above.
Compound	TAAR1 ag	M1 PAM parental	CHRM1 PAM	CHRM1 antagonist	TAAR1 antagonist	CHO parental Ca	CHRM1 agonist	CHO-K1 Ca antag	CHO-K1 Ca ag
CC(C(=O)NC1C=CS(=O)(=O)C1)N1C(=O)/C(=C\c2ccccc2)SC1=S (stereo not given)	7.0	-16.1	8.3	-8.4	-26.7	-9.5	-2.5	-6.7	3.9
CCOC(=O)N1CCN(C(=O)c2ccc3c(=O)n(CCc4ccccc4)c(=S)[nH]c3c2)CC1	2.7	0.2	-6.7	-1.9	2.5	-19.8	-3.2	5.4	0.0

# The results go on.
SMILES,TAAR1 ag,M1 PAM parental,CHRM1 PAM,CHRM1 antagonist,TAAR1 antagonist,CHO parental Ca,CHRM1 agonist,CHO-K1 Ca antag,CHO-K1 Ca ag
CCCCn1c(CN2CCN(C)CC2)nc2ccccc21,0.5,20.8,-26.4,31.0*,0.5,-15.8,-7.2,-5.3,0.1
O=C(C(Sc1ccccc1)c1ccccc1)N1CCN(c2ccccc2)CC1 (stereo not given),0.6,-10.1,-1.9,9.8,-7.5,-27.2,-3.2,8.6,0.9
Cc1cc(C)nc(-n2ncc3c2CC(C)CC3=O)n1 (stereo not given),0.7,-2.3,5.7,-11.8,-27.7,-3.8,-3.0,-0.4,-0.2
CC(=O)c1c(C)[nH]c(C(=O)Nc2nc(-c3ccc(-c4ccccc4)cc3)cs2)c1C,28.8,-4.7,-7.0,10.3,92.8*,25.9,-1.3,12.9,0.8
CN1C(c2ccc(F)cc2)=CS/C1=C(\C#N)c1nnc2n1-c1ccccc1SC2,1.0,11.6,-9.6,4.7,44.2,-13.1,-10.3,-24.5,2.7
CC(=O)NCC(=O)N(Cc1ccco1)C1(C(=O)NC2CCCC2)CCCCC1,4.0,-3.4,2.7,6.2,2.7,-9.5,-0.6,9.8,-0.4
COC(=O)c1ccccc1NC(=S)NC(=O)c1ccccc1C,17.1,9.1,7.3,-8.7,-4.6,-12.1,-6.8,2.7,1.0
NNc1nc2c(F)cc(F)cc2s1,0.2,11.8,1.4,-4.0,-16.3,-8.2,-5.4,-3.3,1.4
Cn1c(=O)oc2cc(S(=O)(=O)Nc3ccccc3)ccc21,6.3,1.6,7.4,-8.1,1.8,-1.3,-13.6,7.1,-0.1
Cn1cc(CN2C[C@]3(C)C[C@H]2CC(C)(C)C3)c(-c2ccc3c(c2)OCCO3)n1,0.1,-3.5,-18.0,8.0,0.8,-15.1,-14.2,-1.5,0.0

# Source: PubChem
